High-throughput results (PubChem BioAssay)
USP1-UAF1 inh = USP1/UAF1 (human) deubiquitinase inhibition. Potency, µM (series often up to 57.1 µM), inactives show top-dose activity change, negative = inhibition, actives largely listed as inhibitors. actives 0.23% (n = 390,000). recombinant USP1/UAF1, Ub-Rhodamine cleavage fluorescence. AID 743255; also: potency is read from the fitted curve at half-maximal effect; % is scaled to controls: 0 for no effect and ±100 for the full control effect; nearly all actives have a fitted effect of over 60% in size; inactives centre near -12
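1 nM enzyme complex + cpd, 15 min RT; start with Ub-Rho 150nM final; kinetic fluorescence ex 480/em 540, 6 reads q60 s. Buffer 50mM HEPES pH 7.8, 0.5mM EDTA, 0.1 mg/ml BSA, 1mM TCEP, 0.01% Tween-20.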
TRHR PAM = allosterically enhances the human TRH receptor; actives 0.66% (n = 360,000); P34981; TRHR cells, fluo-8 calcium fluorescence, EC20 TRH enhancement; enhancement, % at 2 µM; in the data active = enhancement above about 30%; also: 0% is about no effect
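Enhancer read-out: after compound pinning and an initial kinetic agonist-mode read, an EC20 of TRH (10 nM final) was injected and fluo-8 calcium signal (Ex 480/Em 530) followed at 1 s/cycle for 100 cycles in TRHR-expressing cells.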
Pin1 inhibitor = blocks the human prolyl isomerase Pin1; Pin1 FP peptide displacement, HiFluor488, 10 min; actives 0.009% (n = 390,000); Potency, µM (series often up to 115 µM), without a hit: at the top dose activity, negative = inhibition, usual class: inhibitors; Q13526; active = well fitted inhibition curve with a large enough effect in the polarisation, with a control signal flat, not every such curve was filed as active; inconclusive = small, poorly fitted or top-dose-only effect, or effect the other way, or a change in a side signal; inactive = no such curve, though single readings can be large or run the other way; the % refers to the polarisation; also: potency is read from the fitted curve at half-maximal effect; % is scaled to controls: 0 for no effect and ±100 for the full control effect
Target sequence (Q13526 whole entry, looked up): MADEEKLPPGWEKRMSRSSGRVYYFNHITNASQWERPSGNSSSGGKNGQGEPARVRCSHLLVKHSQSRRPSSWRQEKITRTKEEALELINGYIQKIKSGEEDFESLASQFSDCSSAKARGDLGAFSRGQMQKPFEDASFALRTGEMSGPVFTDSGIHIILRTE
D2 agonist = activates the human D2 dopamine receptor | P14416 | activation, % at 2 µM | HEK293 T-REx D2 cells, calcium flux agonist mode | AID 485358 | actives 0.53% (n = 340,000);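 active = activation over 3 SD above normal in the single-dose calcium agonist read, cut at about 30% in these data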; also: 0% is about no effect
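Tetracycline-induced HEK293 T-REx cells with force-coupled D2 receptor, plated overnight at 30 C, loaded with no-wash calcium dye. After a 10 s baseline, compound was pin-added and calcium flux read kinetically for 180 s; calcium rises flagged agonists.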
TrxR1 substrate = is turned over as a substrate by rat TrxR1 | actives 0.01% (n = 390,000) | Potency, µM (top dose mostly 114 µM), inactives show at the highest dose activity change, negative = substrate turnover | O89049 | purified TrxR1 substrate turnover, NADPH consumption readout | AID 588456; also: potency is read from the fitted curve at half-maximal effect; % is scaled to controls: 0 for no effect and ±100 for the full control effect; nearly all actives have a fitted effect of over 50% in size
Target sequence (O89049 whole entry, looked up): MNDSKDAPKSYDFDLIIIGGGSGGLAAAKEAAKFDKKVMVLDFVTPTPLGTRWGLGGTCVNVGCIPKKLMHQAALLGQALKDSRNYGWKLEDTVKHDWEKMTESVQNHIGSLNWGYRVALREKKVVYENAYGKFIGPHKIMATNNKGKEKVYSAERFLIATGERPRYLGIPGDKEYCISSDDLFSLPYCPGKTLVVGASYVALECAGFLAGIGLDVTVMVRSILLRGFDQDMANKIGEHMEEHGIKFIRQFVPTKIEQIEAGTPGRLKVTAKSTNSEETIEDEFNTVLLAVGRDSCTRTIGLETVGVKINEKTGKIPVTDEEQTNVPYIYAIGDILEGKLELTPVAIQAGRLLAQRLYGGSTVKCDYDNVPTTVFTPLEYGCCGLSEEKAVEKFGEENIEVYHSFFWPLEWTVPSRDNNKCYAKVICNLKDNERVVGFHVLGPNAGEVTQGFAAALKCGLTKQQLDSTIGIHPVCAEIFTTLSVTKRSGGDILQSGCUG
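Rat TrxR1, dispensed at 90 nM, was prereduced with 400 uM NADPH (final) for 5 min at ~22 deg C, then incubated with compound 15 min before 400 uM selenite. A first-read NADPH fluorescence drop versus no-compound background flagged substrates.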
TRHR ag = agonists of human TRH receptor. activation, % at 2 µM. TRHR cells, calcium flux fluo-8, FDSS agonist mode. AID 493084. actives 0.18% (n = 360,000). P34981; in the data active = activation above about 30%; also: 0% is about no effect
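TRHR-expressing cells loaded with fluo-8 calcium dye; 23 nL library compound pin-transferred, kinetic FDSS fluorescence (Ex 480/Em 530) recorded about 180 s for agonist-induced calcium release, before a 10 nM TRH EC20 addition for potentiator mode.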
D2 antag = D2 dopamine receptor (human) antagonism. AID 485344. P14416. actives 2% (n = 340,000). inhibition, % at 10 µM. HEK293 TREx D2 cells, calcium flux, dopamine EC80; in the data active = inhibition above about 30%; also: 0% is about no effect
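Read-out: kinetic calcium fluorescence (1 cycle/s) in inducible HEK293 T-REx D2 cells after an EC80 dopamine addition that followed 180 s compound preincubation. Loss of the dopamine response indicates antagonism.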
rTrxR1 inhibitor = inhibitors of rat thioredoxin reductase 1; actives 1% (n = 390,000); Potency, µM (top dose mostly 114 µM), inactives show top-dose activity change, negative = inhibition, hits mostly inhibitors; O89049; recombinant rTrxR1, NADPH fluorescence consumption, selenite substrate; also: potency is read from the fitted curve at half-maximal effect; % is scaled to controls: 0 for no effect and ±100 for the full control effect; nearly all actives have a fitted effect of over 65% in size
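Rat TrxR1 (90 nM in the dispensed reagent) was pre-reduced with 400 uM NADPH for 5 min at room temperature, then incubated with compound for 15 min. After 400 uM selenite was added, NADPH fluorescence (Ex 340/Em 450 nm) was followed for 8 min.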
mIDH1 inhibitor = blocks human mutant IDH1 R132H enzyme | IDH1-R132H enzyme, NADPH consumption, diaphorase/resazurin fluorescence | O75874 | Potency, µM (doses to about 76.6 µM), for the others: at the highest dose activity change, negative = inhibition, most hits filed as inhibitors | actives 0.093% (n = 390,000); also: potency is read from the fitted curve at half-maximal effect; % is scaled to controls: 0 for no effect and ±100 for the full control effect; nearly all actives have a fitted effect of over 65% in size
Target sequence (O75874 whole entry R132H, stated change not applied): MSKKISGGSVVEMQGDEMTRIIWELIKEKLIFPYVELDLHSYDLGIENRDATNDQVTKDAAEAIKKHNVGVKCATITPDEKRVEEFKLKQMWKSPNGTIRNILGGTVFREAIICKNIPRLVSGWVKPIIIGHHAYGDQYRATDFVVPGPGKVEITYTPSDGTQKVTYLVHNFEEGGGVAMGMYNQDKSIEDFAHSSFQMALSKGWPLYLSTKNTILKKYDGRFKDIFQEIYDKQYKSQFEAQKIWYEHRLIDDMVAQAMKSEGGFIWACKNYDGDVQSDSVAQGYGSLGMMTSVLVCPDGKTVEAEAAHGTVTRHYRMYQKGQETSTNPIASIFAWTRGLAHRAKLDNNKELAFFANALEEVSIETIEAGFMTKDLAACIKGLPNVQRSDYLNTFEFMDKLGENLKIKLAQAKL
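IDH1-R132H (0.5 ug/mL dispensed) in pH 7.5 Tris buffer was preincubated 30 min with compound, then given a substrate mix of 0.016 mM NADPH and 2 mM alpha-KG for 80 min at room temperature; remaining NADPH was read by diaphorase/resazurin fluorescence.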
* = called active by the depositor; ? = inconclusive; . = not tested or not shown; & = joins results of further samples; [ ] = dose if it differs, or a comment. Unless noted, calls follow the shape of the dose curve; as a rule, active = well fitted inhibition curve with a large enough effect; inconclusive = small, poorly fitted or top-dose-only effect; inactive = no such curve, though single readings can be large or run the other way.

SMILES	USP1-UAF1 inh	TRHR PAM	Pin1 inhibitor	D2 agonist	TrxR1 substrate	TRHR ag	D2 antag	rTrxR1 inhibitor	mIDH1 inhibitor
CCOc1ccc(C(=O)Nc2cccc(-c3nc4ccccc4[nH]3)c2C)cc1[N+](=O)[O-]	1%	-3	3%	-0.5	-10%	-0.7	-9	-12%	1%
NC(=O)NOCc1ccc(F)cc1Cl	-21%	2	-1%	-0.7	4%[57.1 µM]	-3.6	-5	15%[57.1 µM]	-7%
CCCc1nc(SCC(=O)Nc2cc(Cl)ccc2OC)c2c(=O)n(C)c(=O)n(C)c2n1	.	10	.	-0.1	.	0.0	-2	.	.
COc1cccc(NC(=O)Cn2c(=O)n(-c3cccc(OC)c3)c(=O)c3c4c(sc32)CCCC4)c1	-5%	-1	23%	0.8	1%	1.2	.	31%	-11%
CCOC(=O)c1c(C)[nH]c(C)c1C(=O)COC(=O)C1CC(=O)N(CCc2ccccc2)C1 (stereo unspecified)	-12%	.	0%	.	-9%	.	.	13%[57.1 µM]	0%
COCC(=O)N(C)c1nnc(-c2cnccn2)s1	-7%	6	-8%	0.2	4%	0.5	5	11%	-1%
COc1ccccc1C(=O)NCCNc1ccc([N+](=O)[O-])cc1Cl	-26%	10	-8%	0.5	-4%	-1.7	-16	12%	-7%
COc1ccc(CNC(=O)CN2CCN(c3ccc(F)cc3)CC2)cc1	-12%	-4	-3%	-3.9	-4%	-1.6	-4	8%	-3%
CCN(C(=O)CN1C(=O)S/C(=C\c2cccc(Cl)c2)C1=O)C1CCS(=O)(=O)C1 (stereo unspecified)	-24%	-6	-4%	1.6	7%[57.1 µM]	0.2	14	13%[57.1 µM]	-9%
O=C(O)CC(c1ccc(Br)cc1)N1Cc2ccccc2C1=O (stereo unspecified)	-32%	7	1%	0.3	5%	0.8	42*	17%	-5%
NNC(=O)CC1NCCN(Cc2ccccc2)C1=O (stereo unspecified)	-4%	-3	0%	1.4	10%[57.1 µM]	0.2	3	13%[57.1 µM]	2%
CC(=O)Oc1cc2oc(=O)cc(C)c2cc1Cl	-13%	-5	0%	1.7	.	-0.7	5	2%	0%
O=C1c2ccccc2C(Nc2ccc(S(=O)(=O)N3CCCCC3)cc2)N1Cc1ccco1 (stereo unspecified)	-23%	-11	8%	.	3%[57.1 µM]	2.5	.	7%[57.1 µM]	1%
CC1CCN(S(=O)(=O)c2ccc3c(c2)C(=NO)c2cc(S(=O)(=O)N4CCC(C)CC4)ccc2-3)CC1	-7%	0	-6%	0.3	34%	0.5	-1	7%	4%
CCOc1ccc(S(=O)(=O)NCc2ccco2)cc1	-6%	-1	-8%	0.2	-2%[57.1 µM]	-0.2	-13	9%	4%
O=C(NNC(=S)NCC1CCCO1)c1ccc(S(=O)(=O)N2CCOCC2)cc1 (stereo unspecified)	-18%	1	1%	-0.8	-7%[57.1 µM]	1.7	-7	18%[57.1 µM]	4%
COCCN(C(=S)Nc1cccc(OC)c1)C1CCN(C(C)=O)CC1	-4%	-1	-5%	2.0	-3%	0.1	1	-11%	7%
O=C(Nc1ccc(Br)cc1)C1CC=CCC1C(=O)OCC1CCCO1 (stereo unspecified)	-9%	1	1%	-0.6	10%	-0.1	5	19%	4%
COc1ccc(C(=O)NCC(=O)NCc2cc(=O)n(C)c(=O)n2C)cc1	-6%	-3	-1%	0.1	-2%	0.1	-18	14%	0%
COc1ccc(OC)c(NC(=O)Cn2c(=O)n(Cc3ccco3)c(=O)c3cc(OC)c(OC)cc32)c1	-22%	5	8%	.	0%	-0.8	.	1%	-3%
CC(C)Cn1c(N)c(C(=O)COC(=O)/C=C/c2ccccc2)c(=O)n(C)c1=O	-8%	13	15%	0.1	-8%	1.1	-6	-4%	-1%
COc1cc(OC)cc(C(=O)NCC(=O)OCC(=O)c2ccc3c(c2)-c2ccccc2C3)c1	-22%	-8	47%[activator]	.	6%	2.7	.	16%	8%
COc1ccccc1NC(=O)Nc1ccnn1C1CCN(C(=O)c2cscn2)CC1	-9%	-4	-15%	-0.6	57%[activator]	-0.3	0	?	14%
Cc1cccc(C)c1N(CC(=O)N1CCCC1)S(C)(=O)=O	-19%	3	2%	0.0	5%[57.1 µM]	0.6	-9	1%[57.1 µM]	14%
Cc1cc2ccccc2n1CCNC(=O)c1ccc(S(=O)(=O)N2CCOCC2)cc1	-9%	-1	-9%	-2.1	3%	2.7	14	16%	-1%
COc1cc(OC)c(NC(=O)C2CCCN2C(=O)OCc2ccccc2)cc1Cl (stereo unspecified)	-26%	-1	-1%	0.1	-3%	0.0	3	11%	-8%
Cc1ccc(-n2ccnc2SCC(=O)O)cc1C	-20%	1	-2%	.	3%	0.0	.	22%	-8%
CCOc1ccc(-c2cc(NC(=O)c3cccc(Cl)c3)c(C(=O)OC)s2)cc1	-15%	-6	2%	.	4%	0.3	.	1%	0%
COc1cnc(-c2ccccn2)nc1Sc1ccc(Cl)cc1	5%	-9	1%	-1.0	-2%	-0.1	5	?	-5%
CCN(CC)CCN(Cc1cc2cc3c(cc2[nH]c1=O)OCCO3)C(=S)NCCCN(C)C	-1%	-6	-12%	0.4	21%	0.1	-3	11%	3%
Cc1c(/C=C/C(=O)c2ccc(Cl)s2)cnn1C	-9%	-2	0%	-0.2	16%	-0.4	-2	-15%	23%
Cc1ccc(NC(=O)C2CCN(S(=O)(=O)c3cnc[nH]3)CC2)nc1	-8%	0	-5%	.	-2%	0.1	19	8%	2%
CCOC(=O)c1c(C)[nH]c(C(=O)NNC(=O)c2ccccc2F)c1C	-5%	.	1%	.	11%[57.1 µM]	.	.	26%[57.1 µM]	11%
CCSc1nnc(NC(=O)NCC(F)(F)F)s1	0%	34*	-3%	0.2	4%	0.1	4	18%	-1%
CCCCNC(=O)[C@@H]1CC=C[C@@H]2CCN(Cc3ccc(Cl)c(Cl)c3)C(=O)[C@@H]21	-24%	.	4%	.	7%&4%	.	.	19%&17%	7%
Cc1ccc(Cl)cc1N1CCN(S(=O)(=O)c2ccc3[nH]c(=O)c(=O)[nH]c3c2)CC1	-1%	6	?	.	-3%[57.1 µM]	0.8	.	-1%[57.1 µM]	-8%
CCN(C(=O)COc1ccc(C(C)=O)cc1)c1cccc2ccccc12	-5%	.	0%	.	-5%	.	.	-4%	3%
CC(C)CCNc1nnnc2c1sc1nc(N3CCOCC3)c3c(c12)CC(C)(C)SC3	-9%	3	-3%	0.2	-4%[57.1 µM]	0.5	-20	1%[57.1 µM]	10%
CCN(CC(=O)NCc1cccs1)C(=O)c1ccc(-c2ccccc2F)o1	-20%	4	4%	-0.6	-6%	-0.7	-6	-9%	2%
CCOc1cc(-c2nc(-c3ccc(C)nc3OC)no2)cc(OCC)c1OCC	-12%	-4	-6%	-0.1	-8%	1.0	3	-5%	-7%
Nc1c(Cl)cc2c(c1Br)Cc1ccccc1-2	-27%	.	-4%	.	-3%[2.29 µM]	.	.	-2%[2.29 µM]	-1%
CCOC(=O)C1CCCN(C(=O)c2sc3nc(C)nc(N4CCOCC4)c3c2C)C1 (stereo unspecified)	-11%	3	-1%	-0.6	11%	-0.7	-3	15%	2%
O=C(Nc1cccc(Cl)c1)c1csnn1	-17%	6	-3%	1.6	-4%	2.9	.	12%	-5%
O=C1c2cnc3nc(SCc4ccccc4)nn3c2CC2c3ccccc3CCN12 (stereo unspecified)	-13%	-6	10%	0.5	56%[activator]	0.8	3	52%[activator]	7%
Cc1ncsc1CCOC(=O)c1cccnc1	-19%	-4	3%	0.7	9%	0.5	1	-2%	2%
Cc1ccc(N2CCN(S(=O)(=O)c3cccs3)CC2C)cc1 (stereo unspecified)	-24%	-8	-7%	.	0%	-0.3	.	21%	-8%
CC1CCN(S(=O)(=O)c2ccc(S(=O)(=O)N3CCN4CCCC4C3)cc2)CC1 (stereo unspecified)	.	1	.	0.7	.	0.2	5	.	.
COc1cccc(NC(=O)N(Cc2c[nH]c3ccccc23)C2CCCCC2)c1	-30%	-1	1%	0.3	-9%	-0.8	.	-15%	-2%
Cc1ccc(CCc2nnc(SCC(=O)Nc3cc(Cl)ccc3Cl)n2-c2ccccc2)o1	-23%	0	42%[activator]	.	3%	0.6	.	?	3%
Cc1ccc(-c2n[nH]c(=S)n2/N=C/C=C\c2ccccc2[N+](=O)[O-])cc1	-15%	1	?	.	-8%	0.6	.	-6%	-11%
Cn1c(=O)c2c(SCC(=O)NCc3ccco3)nc(-c3cccc(F)c3)nc2n(C)c1=O	-4%	3	-5%	1.3	-3%[57.1 µM]	0.2	.	27%[57.1 µM]	12%
CC(=O)NC1C(=O)N=C(SCC(=O)Nc2ccc(C(F)(F)F)cc2Cl)NC1=O (stereo unspecified)	-18%	-1	5%	1.4	-5%	-0.6	6	12%	-11%
O=C(Nc1nc(-c2cccs2)cs1)C1=COCCO1	-8%	18	-3%	-2.4	1%	-1.1	-5	10%	3%
Cc1ccc2c(C)c(C(=O)N3CCCCC3CO)oc2c1C (stereo unspecified)	-8%	-1	-14%	-1.1	3%[57.1 µM]	-0.1	2	18%[57.1 µM]	0%
COc1ccc(NC(=O)CNc2cc(C)ccc2C)cc1S(=O)(=O)N1CCOCC1	-16%	-9	1%	-0.1	-4%	-0.1	-7	9%	15%

Some of these compounds in order of molecular weight, falling.
SMILES	USP1-UAF1 inh	TRHR PAM	Pin1 inhibitor	D2 agonist	TrxR1 substrate	TRHR ag	D2 antag	rTrxR1 inhibitor	mIDH1 inhibitor
COc1ccc(NC(=O)CNc2cc(C)ccc2C)cc1S(=O)(=O)N1CCOCC1	-16%	-9	1%	-0.1	-4%	-0.1	-7	9%	15%
Cc1ccc2c(C)c(C(=O)N3CCCCC3CO)oc2c1C (stereo unspecified)	-8%	-1	-14%	-1.1	3%[57.1 µM]	-0.1	2	18%[57.1 µM]	0%
O=C(Nc1nc(-c2cccs2)cs1)C1=COCCO1	-8%	18	-3%	-2.4	1%	-1.1	-5	10%	3%

Some of the compounds tested. The share of hits here may be higher or lower than overall.
